Compound activity as filed in PubChem.
TNAP act hiacc – TNAP activators at high phosphate acceptor level, primary screen, biochemical, luminescence, uHTS; Alkaline phosphatase, tissue-nonspecific isozyme (Homo sapiens), P05186; purified TNAP, CDP-star luminescence, 1 M DEA, 30 min; stronger effect = higher value; 0 = EDTA background, 1 = DMSO-only activity; activation factor at 20 µM; 200,000 tested, under 10 active; AID 1136, 2008;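 active means activation factor at least 2 at 20 µM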
Target sequence (P05186 whole entry, looked up): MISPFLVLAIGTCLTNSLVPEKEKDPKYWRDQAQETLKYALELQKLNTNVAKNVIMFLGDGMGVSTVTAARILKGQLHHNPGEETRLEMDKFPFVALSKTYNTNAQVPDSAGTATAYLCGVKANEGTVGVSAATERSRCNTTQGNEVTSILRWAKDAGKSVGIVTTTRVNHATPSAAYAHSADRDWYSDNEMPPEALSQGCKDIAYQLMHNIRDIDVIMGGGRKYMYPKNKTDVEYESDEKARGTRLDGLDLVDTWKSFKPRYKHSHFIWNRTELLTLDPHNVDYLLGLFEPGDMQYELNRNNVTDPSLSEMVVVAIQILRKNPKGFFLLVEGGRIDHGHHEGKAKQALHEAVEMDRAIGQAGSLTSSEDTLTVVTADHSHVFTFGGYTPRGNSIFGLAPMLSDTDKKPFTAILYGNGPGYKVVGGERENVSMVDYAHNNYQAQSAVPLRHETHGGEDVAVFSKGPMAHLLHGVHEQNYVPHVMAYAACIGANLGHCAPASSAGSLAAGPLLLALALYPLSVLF
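Test system – human TNAP · Doses – 20 µM single point · Incubation – 30 min, room temperature · Signal – luminescent substrate turnover signal · Read-out basis – activation factor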
TNAP inh no acc – human TNAP enzyme inhibitors, primary screen, biochemical, luminescent, no phosphate acceptor, uHTS; purified TNAP, CDP-star luminescence, 30 min; actives 0.26% (n = 200,000); Alkaline phosphatase, tissue-nonspecific isozyme (Homo sapiens), P05186; inhibition, % at 20 µM; AID 1012, 2008;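 active means tissue-nonspecific alkaline phosphatase inhibition above about 50% at 20 µM in the single-dose screen, limit read from the data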;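 further: 0% = DMSO negative control and 100% = EDTA positive control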
bIAP act – bovine intestinal alkaline phosphatase activators, primary screen, biochemical, bovine IAP, CDP-star luminescence. alkaline phosphatase, intestinal [Bos taurus]. purified bovine IAP, 30 min; stronger effect = higher value; fold of DMSO-control signal, blank-subtracted. activation factor at 20 µM. actives 0.17% (n = 200,000);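 active means activation factor of 2 or more at 20 µM, a signal rise over negative controls twice the positive control's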
PMI act hi M6P – human PMI activators, high substrate, primary screen, biochemical, fluorescence intensity, near-saturating mannose 6-phosphate. activation factor at 20 µM. Mannose-6-phosphate isomerase (Homo sapiens), P34949. actives 0.34% (n = 190,000). coupled PMI enzyme assay, resazurin fluorescence, 20 min; stronger effect = higher value; 1 = untreated enzyme, 0 = substrate-free blank. AID 1216, 2008;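 active means activation factor of 2 or more at 20 µM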
Target sequence (P34949 whole entry, looked up): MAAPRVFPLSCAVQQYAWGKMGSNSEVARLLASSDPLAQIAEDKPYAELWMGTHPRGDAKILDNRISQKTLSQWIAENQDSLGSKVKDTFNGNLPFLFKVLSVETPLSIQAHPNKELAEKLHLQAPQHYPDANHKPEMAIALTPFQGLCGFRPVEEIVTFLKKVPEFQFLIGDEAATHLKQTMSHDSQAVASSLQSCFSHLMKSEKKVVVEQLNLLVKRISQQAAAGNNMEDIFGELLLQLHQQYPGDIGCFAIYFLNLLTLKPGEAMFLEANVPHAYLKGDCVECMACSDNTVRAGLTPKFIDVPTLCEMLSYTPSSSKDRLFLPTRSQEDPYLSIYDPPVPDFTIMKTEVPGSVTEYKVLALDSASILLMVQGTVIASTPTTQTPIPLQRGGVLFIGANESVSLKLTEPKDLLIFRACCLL
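Test system – human PMI in coupled enzyme assay · Timing – 20 min incubation at room temperature · Detection – Diaphorase-driven resazurin-to-resorufin fluorescence, excitation 544, emission 590 nm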
APP 5'UTR act – activators of APP 5'UTR luciferase reporter, primary screen, SH-SY5Y cells | SH-SY5Y APP 5'UTR luciferase reporter, luminescence; zero percent = DMSO vehicle wells | activation, % at 2 µM | actives 1% (n = 190,000);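 active means activation above a set limit, based on mean plus 3 SD of controls, cut at about 140% in these data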; further: values of inactives mirror those of a sister screen read the other way
FLuc act counter – FLuc activators, initial screening, artefact control for FLuc-dependent activation tests, biochemical, ATPlite luminescence; Luciferin 4-monooxygenase (Photinus pyralis), P08659; ATPlite luciferase biochemical, 10 min; 0 = ATP-free wells, 1 = DMSO control; activation factor at 10 µM; 200,000 tested, under 10 active; AID 1027, 2008;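 active means luciferase activation factor, scaled between plate controls, of at least 2 with compound at 10 µM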
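System: cell-free luciferase reagent; medium: PBS as buffer for the ATP substrate; doses: test compounds dosed from 2 mM stocks in 100% DMSO; incubation: 10 min, room temperature; measured by: luminescence from luciferase reaction; read-out: luciferase activation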
PMI activator – activators of human PMI, primary screen, biochemical, fluorescence intensity, near-Km mannose 6-phosphate. Mannose-6-phosphate isomerase (Homo sapiens), P34949. actives 0.005% (n = 190,000). activation factor at 20 µM. purified human PMI, coupled resazurin fluorescence, 20 min; stronger effect = higher value; 1 = vehicle control, 0 substrate-free wells;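 active means activation factor of 2 or more at 20 µM, relative to plate controls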
NF-kB expr up – activators of NF-kB expression in neurons, primary screen, cell-based, HTS. human neuronal cells, NF-kB reporter expression; stronger effect = higher value. fold change at 12.5 µM. actives 1.6% (n = 190,000). AID 1239, 2008; in the data active means fold change above about 3.3
TNAP inh hiacc – human TNAP enzyme inhibitors, primary screen, biochemical, luminescent, high phosphate acceptor level, uHTS. purified TNAP, CDP-star luminescence, 1 M DEA. Alkaline phosphatase, tissue-nonspecific isozyme (Homo sapiens), P05186. inhibition, % at 20 µM. actives 0.03% (n = 200,000);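 active means over 50% inhibition of tissue-nonspecific alkaline phosphatase at 20 µM in the single-dose screen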;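 further: plate controls were DMSO wells for no effect and EDTA-quenched wells as full inhibition for full effect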
FLuc inh counter – firefly luciferase enzyme inhibitors, primary screen, artefact control for luciferase-based inhibitor screens, biochemical, luminescence, ATPLite. AID 1006, 2008. inhibition, % at 10 µM. Luciferin 4-monooxygenase (Photinus pyralis), P08659. 10 min. actives 1.5% (n = 200,000);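 active means inhibition above about 50% when tested at 10 µM, limit read from the data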
* marks the source's active call; other numbers are inactive results; x = not tested or not shown.

no.	Structure	TNAP act hiacc	TNAP inh no acc	bIAP act	PMI act hi M6P	APP 5'UTR act
1	CC(C)(C)c1ccc(/C=N/Nc2cccc(C(=O)O)c2)cc1	1	-11	1.1	2*	85
2	CCOC(=O)c1ccc(CNC(=O)Cn2nnc(-c3ccccc3F)n2)o1	1	-10	0.9	1	-3
3	COc1ccc(C(=O)Nc2cccc(C(C)=O)c2)c(OC)c1OC	1	-6	1.1	0.9	8
4	CC(=O)c1sc(NC(=O)c2cccc3ccccc23)nc1C	1	-7	0.9	1.1	26
5	OCC(O)C(O)C(O)C(O)c1nc2ccccc2[nH]1 (stereo not given)	1	-1	1.2	0.9	-2
6	Cc1ccc(Cl)cc1N1CCN(C(CC(C)C)c2nnnn2CC2CCCO2)CC1 (stereo not given)	1	-4	1	0.9	-6
7	CC(=O)Nc1c(O)nc(SCC(=O)Nc2nnc(CC(C)C)s2)[nH]c1=O	1	-11	0.9	1	-1
8	CCCOC(=O)c1c(N)sc2c1CCC2	1	-13	1	0.8	3
9	CCN(CC)S(=O)(=O)c1ccc(NC(=O)COC(=O)c2ccc(NC(=O)CC#N)cc2)cc1	1	-6	1.2	1	-11
10	C/C(=N\S(=O)(=O)c1ccc(C)cc1)N1CCN(S(=O)(=O)c2ccccc2)C1C(C)C (stereo not given)	1	-3	1	1	-1
11	Cc1cc(C)n2nc(SCC(N)=O)nc2n1	1	8	1	1.1	-16
12	CCn1c(C)nc2cc(C(=O)NNS(=O)(=O)c3ccccc3F)ccc21	1	-6	0.9	1.1	5

no.	FLuc act counter	PMI activator	NF-kB expr up	TNAP inh hiacc	FLuc inh counter
1	0.5	1.7	6.9*	-1	48
2	1.1	0.9	1.1	-4	-6
3	0.7	0.9	1.5	1	28
4	1	1	0.7	2	-5
5	1	1.1	1.1	1	4
6	1	0.9	1.1	-2	-2
7	1.1	1	0.98	-4	-5
8	1	1	1.1	1	0
9	1	1.1	1.3	-5	0
10	1	0.9	1.2	2	-3
11	1.1	1.1	1.1	-4	-6
12	1	1	1.5	-4	2

Other compounds:
no.	Structure	TNAP act hiacc	TNAP inh no acc	bIAP act	PMI act hi M6P	APP 5'UTR act
13	O=C(C1CCN(c2ccc(N3CCOCC3)nn2)CC1)N1CCc2ccccc2C1	1	6	1.1	0.9	5
14	O=C1CCC(C(=O)N2CCCC(C(=O)c3ccc4c5c(cccc35)CC4)C2)=NN1 (stereo not given)	1	-5	1	0.9	3
15	CCOC(=O)CNC(=O)Nc1cccc(Cl)c1C	1	-10	0.9	1	14
16	Cc1cccc(NC(=S)NC(=O)c2ccc(Br)o2)c1	1	22	1.2	0.9	33
17	CCN(CC)C(=O)C(=O)c1cccn1-c1ccc(C#N)cc1	1	-6	1	1.1	1
18	Cc1nn(C)cc1CN(C)S(=O)(=O)c1cccc([N+](=O)[O-])c1	1	3	1.1	0.9	11
19	CCOC(=O)CSc1ncc(-c2ccc([N+](=O)[O-])cc2)[nH]1	1	-2	1	1	-9
20	CCN(CC)CCOc1ccccc1C(C)=O	1	-9	1	1.1	0
21	COC(=O)c1cc(-c2ccccc2)n(CC(=O)O)c1C	1	-8	1.1	0.9	-2
22	CCc1cccc(CC)c1NC(=O)CN1C2CCCC1CC(NC(=O)Nc1cccc(OC)c1)C2 (stereo not given)	1.1	-64	1.4	0.8	29
23	Cc1ccc(NC(=S)N(CCN(C)C)C(C)c2cccnc2)c(C)c1 (stereo not given)	1	10	1.1	1.1	-11
24	OC1CCCN(Cc2ccccc2)C1 (stereo not given)	1	-18	1.1	1.1	13

no.	FLuc act counter	PMI activator	NF-kB expr up	TNAP inh hiacc	FLuc inh counter
13	1.1	1.1	1.3	-3	-8
14	1	0.9	1.2	-3	-1
15	1.1	0.9	0.95	-2	-9
16	0.9	0.9	2.1	-4	6
17	1	1.1	1.1	-4	0
18	1	0.9	1.1	2	-2
19	1	1	0.98	1	-4
20	1.1	1	0.94	-4	-8
21	1	0.9	1.2	-1	0
22	1	0.8	0.94	-12	-3
23	1	1.1	1.4	-1	-1
24	1	1.1	1.2	-1	-1

Records 13 through 17 of the list above:
no.	Structure	TNAP act hiacc	TNAP inh no acc	bIAP act	PMI act hi M6P	APP 5'UTR act
13	O=C(C1CCN(c2ccc(N3CCOCC3)nn2)CC1)N1CCc2ccccc2C1	1	6	1.1	0.9	5
14	O=C1CCC(C(=O)N2CCCC(C(=O)c3ccc4c5c(cccc35)CC4)C2)=NN1 (stereo not given)	1	-5	1	0.9	3
15	CCOC(=O)CNC(=O)Nc1cccc(Cl)c1C	1	-10	0.9	1	14
16	Cc1cccc(NC(=S)NC(=O)c2ccc(Br)o2)c1	1	22	1.2	0.9	33
17	CCN(CC)C(=O)C(=O)c1cccn1-c1ccc(C#N)cc1	1	-6	1	1.1	1

no.	FLuc act counter	PMI activator	NF-kB expr up	TNAP inh hiacc	FLuc inh counter
13	1.1	1.1	1.3	-3	-8
14	1	0.9	1.2	-3	-1
15	1.1	0.9	0.95	-2	-9
16	0.9	0.9	2.1	-4	6
17	1	1.1	1.1	-4	0

Next section
no.	Structure	TNAP act hiacc	TNAP inh no acc	bIAP act	PMI act hi M6P	APP 5'UTR act
25	N#Cc1ccccc1Oc1ccccc1C=O	1.1	-12	1	1	-5
26	CC1CCC(C(C)C)C(OCC(O)CN2CCOCC2)C1 (stereo not given)	1	-10	0.9	1	1
27	COc1ccc(NC(=O)c2cncc(Br)c2)cc1S(N)(=O)=O	1	-5	1.1	1	9
28	COc1ccnc(N2CCN(c3cccc(C(F)(F)F)c3)CC2)c1C#N	1	-6	0.9	1	17
29	O=[N+]([O-])c1ccc2nc(-c3ccccc3)cc(-c3ccccc3)c2c1	1	-19	1	1	13
30	COc1ccc(NC(=O)c2oc3ccccc3c2NC(=O)c2ccc3c(c2)OCO3)cc1	1	9	0.9	0.8	-6
31	Cn1c(SCC(=O)c2ccccc2)nnc1-c1cccnc1	1	-9	1	1	13
32	COc1cccc(Cn2c(=S)[nH]c3ccc(N4CCOCC4)cc3c2=O)c1	1	-7	1	1	32
33	O=C(O)c1cccc(N/N=C/c2ccc(F)c(F)c2)c1	1	-5	1	2.3*	118
34	CCCCNC(=S)NNC(=O)c1c(Cl)c(C)nn1C	1	-143	0.9	1.1	8
35	CCOC(=O)c1sc(=NC(=O)COc2ccccc2)n(C)c1C	1.1	-13	0.9	1.1	36
36	O=C1CCC(C(=O)OCC(=O)c2c[nH]c3ccccc23)=NN1	0.9	-5	0.9	0.9	-10

no.	FLuc act counter	PMI activator	NF-kB expr up	TNAP inh hiacc	FLuc inh counter
25	1	1	1.1	-5	-4
26	1.1	0.9	1.1	-4	-6
27	1	1	1.1	-1	-3
28	1	0.9	1.1	-4	-4
29	1.1	0.9	1.1	1	-8
30	0.9	0.8	0.48	3	15
31	1	0.9	1.8	-4	-3
32	1	0.9	1.4	0	0
33	0.9	1.7	1	-2	12
34	1	1.1	0.98	-5	-4
35	1	1.1	2.2	-8	3
36	1	1	0.94	5	-3

Further structures follow.
no.	Structure	TNAP act hiacc	TNAP inh no acc	bIAP act	PMI act hi M6P	APP 5'UTR act
37	Cc1cccc(OCC(O)CN2CCN(CCN3C(=O)c4cccc5cccc(c45)C3=O)CC2)c1C (stereo not given)	1	0	1	1	17
38	CC(C)CNC(=O)c1c(N)n(/N=C/c2cccnc2)c2nc3ccccc3nc12	1	0	1	1.1	x
39	CC(C)Cn1c(Cc2ccccc2)n[nH]c1=S	1	7	1	1	-7
40	O=C(Nc1nc(-c2ccccc2)cs1)c1ccc(N2CCOCC2)c([N+](=O)[O-])c1	1	-5	1	0.9	-8
41	O=C(N/N=C1\CCCc2ccccc21)c1ccccc1[N+](=O)[O-]	1	-1	1	1	11
42	COc1cc(NS(=O)(=O)c2ccc(NC(=O)c3ccco3)cc2)nc(OC)n1	1	-11	0.9	0.9	13
43	Cc1ccc(NC(=O)CN(C)CC(=O)Nc2ccc(N3CCOCC3)cc2)cc1F	1	0	1.3	1	-4
44	CN(C)S(=O)(=O)c1cc([N+](=O)[O-])ccc1N1CCCCCC1	1	6	0.9	1	8

no.	FLuc act counter	PMI activator	NF-kB expr up	TNAP inh hiacc	FLuc inh counter
37	1	0.9	0.42	2	-2
38	1.1	1	x	-2	-7
39	0.9	1	1.1	-3	6
40	1	0.9	0.36	1	-5
41	1	1.1	1.2	3	2
42	1	0.9	1.1	-2	-3
43	1	1.2	0.91	1	3
44	1.1	1	1.1	4	-10
